Growth percent in the NCI-60 one-dose screen (48 h, 10 µM unless noted): 100 = growth as untreated, 0 = no growth, -100 = all killed.
K-562 – K-562 leukemia; hit rate 7.4% among 78,000
MCF7 – MCF7 breast cancer. hit rate 6.3% among 82,000
T-47D – T-47D breast cancer. hit rate 5% among 79,000. AID 1794792
BT-549 – BT-549 breast cancer | hit rate 4.4% among 78,000 | AID 1794793
MDA-MB-231 – MDA-MB-231 breast cancer; hit rate 5% among 81,000
MOLT-4 – MOLT-4 leukemia cells | hit rate 6.9% among 80,000
MDA-MB-468 – MDA-MB-468 breast cancer. hit rate 8.5% among 78,000
SR – SR leukemia cells | hit rate 8.7% among 73,000 | AID 1794780
* marks the source's active call; other numbers are inactive results; nt = not tested or not shown; & = joins results of further samples. Rule for the calls: active = growth percent below 10; inactive = the rest. Rows are unselected. About 13% of those tested had a hit in this group.

SMILES	K-562	MCF7	T-47D	BT-549	MDA-MB-231	MOLT-4	MDA-MB-468	SR
CC(=O)c1cc(NS(=O)(=O)c2ccc(N)cc2)cn1C	nt	93	86	111	111	121	98	90
O=C(O)c1ccc(-n2cc(/C=N/Nc3ccc(Br)cc3)c(-c3cccc(C(F)(F)F)c3)n2)cc1	21	32	59	96	78	47	76	82
COC(=O)[C@@H]1CCCC[C@@H]1C(=O)O	nt	102	83	92	114	nt	100	nt
Clc1ccc(/C=N/Nc2ncnc3sc4c(c23)CCN(Cc2ccccc2)C4)cc1	1.4*	-47*	-0.3*	-6.2*	-66*	4.1*	-62*	nt
CN(C(=O)C1CC=CCC1C(=O)N(C)c1ccccc1)c1ccccc1 (stereo not drawn)	92	95	100	105	106	90	108	101
Cn1cc(C2=N[C@](C)(C(=O)N[C@H](C(=O)NC(C)(CO)C(=O)O)[C@H]3CCCN3)CO2)c2c(O)cc(Cl)cc21 (stereo partly drawn)	95	67	94	107	92	97	93	102
CC(=O)c1sc(-c2ccc(C)cc2)cc1O	nt	104	99	104	100	97	105	93
CCOC(=O)CC(=O)CCc1ccccc1	108	101	98	99	112	102	97	100
Cc1cc(=O)n(-c2ccccc2)n1C	121&97	97&107	79&98	100	112&117	112	108	112
C[C@]1(CO)O[C@@H](n2cc(F)c(N)nc2=O)C[C@@H]1OCc1ccccc1	101	90	92	99	121	109	107	111
COc1ccc(OC)c(-c2cc(-c3ccc(Cl)cc3)c3c(N)c(C(=O)c4ccccc4)sc3n2)c1	115	87	89	100	88	104	96	92
C=CCc1cc(C(C)(C)CC(C)(C)C)cc(CN(C)C)c1O	87	104	99	113	119	98	103	85
O=Cc1c[nH]c2ncccc12	98	96	108	101	111	125	87	166
O=C(Nc1nc(-c2ccccc2Cl)cs1)c1cc(-c2ccc(Cl)cc2)nc2ccc(Cl)cc12	15	11	64	-9.3*	22	18	89	13
O=C(Nc1ccc(-n2ccc3c(NC(=O)c4ccccc4)nccc32)cc1)c1ccc(Cl)c(C(F)(F)F)c1	-32*	-63*	62	38	56	8.5*	-9.7*	-29*
Oc1c(Cl)cc(Cl)cc1C=NCC1CCC(CN=Cc2cc(Cl)cc(Cl)c2O)CC1 (stereo not drawn)	67	78	71	90	nt	78	nt	52
CCC(C)OC(=O)c1ccc(OC)cc1 (stereo not drawn)	100	105	81	88	100	111	102	109
COc1cccc(C(O)C2=CC(=O)c3ccccc3C2=O)c1OC (stereo not drawn)	99	96	83	67	68	89	108	91
COc1ccc(N2N=C(c3ccc4c(c3)OCO4)CC2c2cccc(NC(=O)CCCNS(=O)(=O)c3ccc(F)cc3)c2)cc1 (stereo not drawn)	36	42	53	97	50	33	36	18
CC(C)(C)c1ccc(OC2CCO2)cc1 (stereo not drawn)	89	103	86	102	107	95	102	97

Some entries already given with just BT-549.
SMILES,BT-549
Cc1cc(=O)n(-c2ccccc2)n1C,100
O=C(Nc1nc(-c2ccccc2Cl)cs1)c1cc(-c2ccc(Cl)cc2)nc2ccc(Cl)cc12,-9.3*
COc1cccc(C(O)C2=CC(=O)c3ccccc3C2=O)c1OC (stereo not drawn),67

Further compounds.
SMILES	K-562	MCF7	T-47D	BT-549	MDA-MB-231	MOLT-4	MDA-MB-468	SR
COC(=O)C(=[N+]=[N-])C(=O)c1ccc(Cl)cc1	96	84	88	55	108	89	98	90
O=C(/C=C1\C=CN(CCN2CCCCC2)c2ccccc21)n1ccc2ccccc21	80	89	88	nt	87	95	99	88
COc1cc2nc(Cl)nc(Nc3cccc(C4=NN(C=O)C(c5ccc(Cl)cc5)C4)c3)c2cc1OC (stereo not drawn)	70	87	61	92	82	63	101	75
CSc1nc(N)c(C(=O)Nc2ccc([N+](=O)[O-])cc2)s1	62	101	92	82	102	87	74	72
C/C(=C\c1ccc([N+](=O)[O-])cc1)C(=O)O	98	96	99	94	102	102	116	96
CCCS(=O)(=O)Oc1ccc(-c2ccc3occc3c2)cc1	96	95	90	93	97	92	86	96
COc1ccc(/C=C\C(C)=N\NC(=O)c2ccncc2)cc1	nt	97	92	105	107	95	109	100
COc1ccccc1N/N=C/c1cc(OC)c(OC)c(OC)c1	80	91	82	92	85	86	100	79
CC(=O)Nc1ccc2c(c1)Cc1c(F)cccc1-2	120	36	77	109	101	111	8.5*	98
O=S1(=O)N(Cc2ccccc2)[C@@H](Cc2ccccc2)[C@H](O)[C@H](O)[C@H](Cc2ccccc2)N1Cc1ccccc1	3.1*	nt	7.9*	16	-8.0*	5.6*	-28*	4.5*
CCCc1cc(=O)[nH]c(-n2[nH]c(=O)cc2N)n1	92	100	101	97	115	88	104	92
Cc1nnc(Cc2ccccc2)c2n[nH]c(C)c12	90	92	97	97	112	96	100	94
CCOC(=O)c1c(NC(=O)c2ccc(F)cc2F)sc2c1CCC(=O)C2	87	93	81	94	97	96	95	88
N#Cc1cc([N+](=O)[O-])ccc1NC(=O)/C(=N/N)C(C(=O)c1ccc(Cl)c(Cl)c1)C1OC(=O)c2ccccc21 (stereo not drawn)	77	85	96	98	84	95	82	88
CC(/C=C1\SC(=S)N(CC(=O)NC(Cc2c[nH]c3ccccc23)C(=O)O)C1=O)=C\c1ccccc1 (stereo not drawn)	107	95	106	105	104	104	95	108
CC(C)(C)[Si](O[C@@H]1C(=O)N[C@@H]1/C=C/c1ccccc1)(c1ccccc1)c1ccccc1	72	61	49	105	86	74	65	87
CC(=O)N1N=C(c2ccc(F)cc2)CC1c1sc(N(C)Cc2ccccc2)nc1Cl (stereo not drawn)	75	76	74	95	101	100	98	95
COc1ccc(OC)c(C2C3=C(CC(C)(C)CC3=O)OC2C(=O)c2ccc(N=[N+]=[N-])cc2)c1 (stereo not drawn)	nt	94	92	106	98	105	113	106
OCc1[nH]nc2cc(Nc3ncc4ccc(Br)c(OC5CCC(O)CC5)c4n3)ccc12 (stereo not drawn)	11	-75*	2.7*	-42*	-10*	1.2*	-88*	3.1*
COc1ccc(C2=NN(C(C)=O)C(c3cccc(NS(C)(=O)=O)c3)C2)cc1 (stereo not drawn)	nt	96	88	96	97	87	91	58

20 entries already listed, ordered by length of the SMILES, ascending:
SMILES	K-562	MCF7	T-47D	BT-549	MDA-MB-231	MOLT-4	MDA-MB-468	SR
O=Cc1c[nH]c2ncccc12	98	96	108	101	111	125	87	166
CCC(C)OC(=O)c1ccc(OC)cc1 (stereo not drawn)	100	105	81	88	100	111	102	109
COC(=O)[C@@H]1CCCC[C@@H]1C(=O)O	nt	102	83	92	114	nt	100	nt
CC(=O)Nc1ccc2c(c1)Cc1c(F)cccc1-2	120	36	77	109	101	111	8.5*	98
COc1ccccc1N/N=C/c1cc(OC)c(OC)c(OC)c1	80	91	82	92	85	86	100	79
COC(=O)C(=[N+]=[N-])C(=O)c1ccc(Cl)cc1	96	84	88	55	108	89	98	90
COc1cccc(C(O)C2=CC(=O)c3ccccc3C2=O)c1OC (stereo not drawn)	99	96	83	67	68	89	108	91
CSc1nc(N)c(C(=O)Nc2ccc([N+](=O)[O-])cc2)s1	62	101	92	82	102	87	74	72
CN(C(=O)C1CC=CCC1C(=O)N(C)c1ccccc1)c1ccccc1 (stereo not drawn)	92	95	100	105	106	90	108	101
CCOC(=O)c1c(NC(=O)c2ccc(F)cc2F)sc2c1CCC(=O)C2	87	93	81	94	97	96	95	88
O=C(/C=C1\C=CN(CCN2CCCCC2)c2ccccc21)n1ccc2ccccc21	80	89	88	nt	87	95	99	88
Oc1c(Cl)cc(Cl)cc1C=NCC1CCC(CN=Cc2cc(Cl)cc(Cl)c2O)CC1 (stereo not drawn)	67	78	71	90	nt	78	nt	52
OCc1[nH]nc2cc(Nc3ncc4ccc(Br)c(OC5CCC(O)CC5)c4n3)ccc12 (stereo not drawn)	11	-75*	2.7*	-42*	-10*	1.2*	-88*	3.1*
O=C(Nc1nc(-c2ccccc2Cl)cs1)c1cc(-c2ccc(Cl)cc2)nc2ccc(Cl)cc12	15	11	64	-9.3*	22	18	89	13
COc1cc2nc(Cl)nc(Nc3cccc(C4=NN(C=O)C(c5ccc(Cl)cc5)C4)c3)c2cc1OC (stereo not drawn)	70	87	61	92	82	63	101	75
COc1ccc(OC)c(-c2cc(-c3ccc(Cl)cc3)c3c(N)c(C(=O)c4ccccc4)sc3n2)c1	115	87	89	100	88	104	96	92
O=C(O)c1ccc(-n2cc(/C=N/Nc3ccc(Br)cc3)c(-c3cccc(C(F)(F)F)c3)n2)cc1	21	32	59	96	78	47	76	82
CC(C)(C)[Si](O[C@@H]1C(=O)N[C@@H]1/C=C/c1ccccc1)(c1ccccc1)c1ccccc1	72	61	49	105	86	74	65	87
COc1ccc(N2N=C(c3ccc4c(c3)OCO4)CC2c2cccc(NC(=O)CCCNS(=O)(=O)c3ccc(F)cc3)c2)cc1 (stereo not drawn)	36	42	53	97	50	33	36	18
Cn1cc(C2=N[C@](C)(C(=O)N[C@H](C(=O)NC(C)(CO)C(=O)O)[C@H]3CCCN3)CO2)c2c(O)cc(Cl)cc21 (stereo partly drawn)	95	67	94	107	92	97	93	102

More results follow.
SMILES	K-562	MCF7	T-47D	BT-549	MDA-MB-231	MOLT-4	MDA-MB-468	SR
COc1ccc(-c2nn(-c3ccccc3)cc2C2SCC(=O)N2c2ccc(O)cc2)cc1 (stereo not drawn)	nt	56	53	nt	69	nt	82	nt
COC(=O)C(Br)C(C(=O)OC)C(Cl)(Cl)Cl (stereo not drawn)	100	99	98	nt	107	109	111	101
Cc1nc(Nc2cn[nH]c2C(=O)Nc2ccc(CN3CCN(C)CC3)cc2)c2ccsc2n1	72	60	92	88	82	46	104	5.5*
CC1(C)C(N)=Nc2cc(OCCCCN3Cc4ccccc4C3)c(OCC3CC3)cc21	97	49	38	84	59	101	42	93
C[n+]1ccc(C(N)=O)cc1	104	98	111	103	112	107	103	108
CC(C)CN(C)/N=N/c1nc[nH]c1C(N)=O	73	96	97	71	91	87	86	99
COc1cc(-c2ccc(C)n2-c2ccc(-c3nc4ccc(F)cc4s3)cc2)cc(OC)c1OC	89	90	76	102	63	81	91	88
CCCCn1c(=O)c(C(c2c(O)c3cc(C)ccc3oc2=O)c2cn(Cc3ccccc3)c3ccc(F)cc23)cc2cc(Cl)ccc21 (stereo not drawn)	89	88	102	95	97	88	97	85
N#CC1(C#N)C(/C=N/Nc2ccccc2)C(c2ccccc2)C1(C#N)C#N (stereo not drawn)	12	38	31	61	84	36	79	24
Nc1nc2c(c3cnccc13)C(c1ccc(Cl)c(Cl)c1)Cc1cnccc1-2 (stereo not drawn)	4.0*	0.5*	17	-39*	-35*	2.5*	-42*	5.1*
CC(=O)N1Cc2ccccc2C(C)Cc2cc(Cl)ccc21 (stereo not drawn)	102	102	100	115	102	97	113	nt
Nc1nc(C(=O)N/N=C/c2ccc(Cl)cc2)nn1-c1ccc(S(N)(=O)=O)cc1	97	104	107	113	104	117	103	108
COc1ccc(C2=C/C(=C/c3cc(OC)ccc3OC)C(=O)N2CCc2ccc(S(N)(=O)=O)cc2)cc1	74	74	52	92	48	64	77	65
COc1cc(OC)cc(C2C3=C(COC3=O)Nc3cc(OC)ccc32)c1 (stereo not drawn)	12	16	69	-2.1*	-8.0*	18	-8.2*	8.4*
Cc1nn(-c2ccccc2)c(Cl)c1C(CC(=O)c1ccc(Cl)cc1)CC(=O)c1ccc(Cl)cc1	nt	93	86	86	81	nt	88	nt
COc1cccc(-c2nn(-c3ccccc3)cc2-c2ccnc(NCCNS(=O)(=O)c3cccc(F)c3)c2)c1	12	14	6.4*	47	9.2*	4.6*	16	9.2*
CC(=O)OC1CCCCC1c1ccccc1 (stereo not drawn)	78	108	92	98	107	96	111	93
NNC(=O)NC1CCCCC1	105	99	109	96	112	63	116	73
CC1=NN(c2ccccc2)C(=O)C1CC1C(=O)N(c2ccccc2)N=C1C (stereo not drawn)	98	97	89	139	97	97	107	133
C=CCOC(CN(CC)CC)CN(CC)CC	97	96	100	89	110	91	111	83
CSC1=NC2C(N(C)C(=S)N2C)N1/N=C/C=C/c1ccccc1[N+](=O)[O-] (stereo not drawn)	98	76	102	106	89	85	79	89
O=C(OCc1nc2nc(Cl)nc(N3CCOCC3)c2[nH]1)N1CCNCC1	97	97	90	96	96	98	99	79
CCOC(=O)c1cc(C(=O)c2cc(OC)c(OC)c(OC)c2)n2ccc(-c3cc[n+](CC(=O)c4cc(OC)c(OC)c(OC)c4)cc3)cc12	-45*	-29*	50	-11*	-23*	-9.1*	43	-16*
O=C(O)CSC(=S)c1ccccc1	113	99	100	99	103	88	107	103
NC(N)=N/N=C/c1cc([N+](=O)[O-])ccc1OCC(=O)O	124	100	109	115	101	95	102	96
Cc1ccc(OCc2occc2C(=O)N2CCOCC2)cc1	99	86	93	117	109	109	103	104
COC1=C(OC)C(=O)C(CCCCCCCCCC[P+](c2ccccc2)(c2ccccc2)c2ccccc2)=C(C)C1=O	-49*	-50*	-59*	-79*	-40*	-34*	nt	-27*
Cc1ccc(Br)c(O)c1	80	95	110	102	103	103	101	97
COc1cccc(C(=O)N(C)C)c1	107	92	85	106	108	107	92	98
CCCCCCOC(=O)c1cc(-c2ccc(F)cc2)nc2ccccc12	101	91	89	103	86	97	105	107
